Source: PubChem BioAssay (several laboratories)
MgcRacGAP inhibition – MgcRacGAP GTPase-activating activity inhibitors, confirmation, biochemical, ADP Hunter fluorescence | inhibition, % at 30 µM; hits with a dose series show IC50 in µM | 0.6% of 340,000 active | MgcRacGAP-stimulated Rac1 GTP hydrolysis, ADP Hunter fluorescence; higher % means a stronger effect; GST-tagged Rac1 F28L mutant substrate | AID 624330;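 active = first-screen hits whose inhibition reached a set limit at any dose in the follow-up dose series; inconclusive = inhibition above the set first-screen limit but never retested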;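 note: fluorescence reports GDP produced by GAP-driven GTP hydrolysis; strong numbers were not always called active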
NOD2 inhibition – inhibition of NOD2-driven NF-kB reporter – cell-based, luminescence, uHTS, HEK293 (AID 1566) | HEK293 NOD2/NF-kB luciferase reporter, luminescence; higher % means a stronger effect | inhibition, % at 4 µM, or EC50 in µM where a hit was titrated | 0.63% of 290,000 active; note: many of its hits are not listed in these tables
NOD1 NF-kB reporter – inhibition of NOD1-driven NF-kB reporter – cell-based, luminescence, uHTS, primary screen (AID 1578); inhibition, % at 4 µM; hits with a dose series show EC50 in µM; NOD1-driven NF-kB luciferase reporter cells, luminescence; higher % means a stronger effect; 1% of 290,000 active; in the data active = inhibition mostly above about 36%, no sharp cut-off; inactive = mostly below about 34%;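 note: HEK-293T reporter cells stimulated with the NOD1 agonist gamma-tri-DAP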
SV40 large T antigen – TAg ATPase/helicase activity blockers – biochemical (AID 1903); SV40 large T antigen ATPase/helicase inhibition assay; higher % means a stronger effect; 0.39% of 310,000 active; inhibition, % at 20 µM; hits with a dose series show IC50 in µM; in the data active = a potency from the dose series; inconclusive = inhibition mostly from about 32% at the one dose, without a potency; inactive = the rest, 99 in 100 with inhibition below about 32%; note: strong numbers were not always called active
KOR beta-arrestin-1 – kappa opioid receptor blockers – cell-based, luminescence, uHTS (AID 1778) | KOR beta-arrestin recruitment, luminescence, antagonist mode; higher % means a stronger effect | one-dose inhibition, % at 10 µM; IC50 in µM for titrated hits | 0.091% of 290,000 active; note: strong numbers were not always called active
KOR beta-arrestin-2 – KOR agonists, beta-arrestin recruitment, primary screen, cell-based, luminescence, uHTS (AID 1777) | 0.02% of 280,000 active | KOR beta-arrestin recruitment, luminescence; higher % means a stronger effect | activation, % at 10 µM; hits with a dose series show EC50 in µM; in the data active = activation above about 50%, passing the limit was not always enough; note: a part of the inactive calls stands beside numbers as strong as those of hits
GPR55 activation – selective activators of receptor GPR55 – imaging, U2OS cells, beta-arrestin-GFP redistribution, primary screen (AID 1961). U2OS GPR55 beta-arrestin-GFP redistribution imaging; higher % means a stronger effect. one-dose activation, % at 10 µM; EC50 in µM for titrated hits. 0.048% of 290,000 active;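 active = activation above 40% with more than 50 cells counted in the well; inconclusive = wells holding fewer than 50 cells, flagged as toxic or sparse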;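 note: U2OS osteosarcoma cells stably expressing GPR55 and beta-arrestin-GFP; plate controls were DMSO negative control for no effect and LPI positive control for full effect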
HIV fusion peptide – inhibitors of HIV fusion peptide binding, primary screen, biochemical, uHTS, fluorescence dequenching (AID 1986); cell-free peptide binding, fluorescence dequenching, 30 min; higher % means a stronger effect; inhibition, % at 20 µM; hits with a dose series show IC50 in µM; 0.3% of 290,000 active; in the data active = inhibition mostly above about 52%, no sharp cut-off; inactive = mostly below about 76%; note: some results filed as inactive read as strong as hits
GPR55 antagonists – inhibition of LPI-stimulated GPR55 beta-arrestin translocation – imaging, U2OS, beta-arrestin-GFP, LPI agonist, primary screen (AID 2013) | U2OS GPR55 beta-arrestin-GFP translocation imaging, LPI antagonism; higher % means a stronger effect | inhibition, % at 10 µM, or IC50 in µM where a hit was titrated | 0.13% of 290,000 active;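 active = spots per cell inhibited over 60%, with over 100 cells counted and total cytoplasm intensity under 500,000; inconclusive = wells with under 100 cells, flagged as likely toxic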;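 note: U2OS cells stably carrying GPR55 and arrestin-GFP stimulated by 5 µM LPI near EC80; imaged beta-arrestin-GFP aggregate spots per cell after agonist stimulation; plate controls were LPI-stimulated DMSO wells for no effect and DMSO wells without LPI for full effect; some results filed as inactive read as strong as hits; confirmed hits need IC50 under 10 µM and bright autofluorescent wells are also inconclusive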
Starred values were filed as active, the others as inactive; ? = inconclusive; / = not tested or not shown; [ ] = dose if it differs, or a comment. Cut-off read from the data, not from the text of the source, unless noted: active = inhibition above about 50%; inactive = the rest. The list is partial; count on the stated rates, not on these rows.

SMILES	MgcRacGAP inhibition	NOD2 inhibition	NOD1 NF-kB reporter	SV40 large T antigen	KOR beta-arrestin-1	KOR beta-arrestin-2	GPR55 activation	HIV fusion peptide	GPR55 antagonists
C=CCN=C1SC(C)C(=O)N1S(=O)(=O)c1ccccc1 (configuration not stated)	-5%	2%	-15%	4%	21%	-0.3%	0.0%	1.2%	22%
COC(=O)C1C/C(=N\NS(=O)(=O)c2ccc(C)cc2)c2ccsc2C1 (configuration not stated)	7%	7%	-16%	7%	-8%	-2.0%	0.9%	0.2%	5%
COc1ccccc1NS(=O)(=O)c1ccc(NN=C2CCCCC2)c([N+](=O)[O-])c1	8%	-6%	8%	-8%	-8%	10%	-0.3%	-1.4%	1%
O=C(CCCNS(=O)(=O)c1cccc2nsnc12)N1CCCCC1	5%	10%	20%	11%	-17%	20%	-0.1%	2.4%	2%
COCCN1C=C(C(=O)OC)C(c2ccccc2Cl)C(C(=O)OC)=C1	9%	9%	-56%	8%	-28%	-1.2%	0.5%	-1.3%	0%
CNC(=S)NNC(=O)c1sccc1OCc1ccccc1	-8%	14%	/	3%	19%	-3.0%	-0.2%	-4.6%	17%
COc1cc2c(cc1NC(=O)c1ccc(C(C)(C)C)cc1)CCCC2	4%	9%	31%	-4%	-47%	2.3%	0.3%	-1.5%	3%
CC(C)C(c1nnnn1Cc1ccc2c(c1)OCO2)N1CCN(c2ccccc2)CC1 (configuration not stated)	4%	-7%	18%	5%	17%	8.3%	-0.1%	-0.3%	-6%
COc1cccc(-c2noc(C3CCCN(C(=O)c4ccc(F)cc4)C3)n2)c1 (configuration not stated)	0%	7%	-23%	7%	22%[20 µM]	-8.4%	-0.1%	-0.5%	-24%
Cc1ccc(S(=O)(=O)c2nc(Nc3ccccc3)sc2Cl)cc1	2%	24%	51%	9%	-9%	-0.9%	-0.1%	3.3%	0%
CCCCCCNC(=O)CNC(=S)N(Cc1cccs1)C1CCCCC1	/	-10%	-10%	13%	-10%	-2.6%	0.0%	1.3%	7%
Cc1ccccc1-n1nc2c(c1NC(=O)C(C)(C)C)CS(=O)(=O)C2	7%	-4%	-11%	1%	3%	-0.1%	0.0%	0.2%	-6%
CCN(CC)c1nc2ccccc2[nH]1	7%	21%	37%	12%	-3%	-1.0%	-0.1%	-0.9%	3%
Cc1nc2ccccc2n1CC(=O)N/N=C/c1cccnc1	2%	11%	-30%	6%	/	/	-0.1%	-1.2%	4%
C=Cc1ccc(Cn2nc(-c3ccccc3)ccc2=O)cc1	7%	36%	-12%	2%	-2%	1.2%	0.7%	-0.4%	-2%
CCOC(=O)c1sc(NC(=O)CSc2nc3cccnc3n2C)nc1C	6%	31%	12%	2%	13%	5.1%	-0.1%	2.1%	-3%
CCCn1c2ccccc2c2cnn(CC(=O)NCCOC)c(=O)c21	4%	20%	5%	21%	10%	-4.6%	0.0%	-0.2%	5%
CCOC(=O)c1ccc(NC(=O)C2C3CCCCC32)cc1 (configuration not stated)	5%	-32%	2%	3%	6%	-5.5%	0.3%	2.9%	2%
O=[N+]([O-])c1cccc(/C=N/Nc2nc(C(Cl)(Cl)Cl)nc3ccccc23)c1	12%	2%	-23%	10%	-25%	3.3%	0.3%	0.1%	-2%
CCOC(=O)C1=C(N)OC2=C(C(=O)CC(C)(C)C2)C1c1ccccc1OC (configuration not stated)	4%	14%	-22%	-3%	-17%[20 µM]	/	-0.1%	2.0%	0%
COc1ccc(NC(=O)CNC(=O)c2ccc([N+](=O)[O-])cc2)cc1	11%	19%	-8%	2%	-29%	1.5%	-0.2%	-0.6%	-13%
Oc1cc2ccccc2cc1-c1n[nH]c(=S)o1	20%	-9%	-5%	10%	-45%	35%	0.1%	2.9%	3%
Cc1nnc2c3ccccc3c(-c3cccc4ccccc34)nn12	0%	-12%	42%	12%	-12%	3.0%	0.1%	-2.4%	18%
N#Cc1cc2c(nc1SCC(=O)NCc1ccc3c(c1)OCO3)CCCCC2	11%	-8%	0%	11%	-17%	0.9%	-0.3%	14%	11%

An excerpt of these results, with values under each structure:
Second line of a record: MgcRacGAP inhibition, NOD2 inhibition, NOD1 NF-kB reporter, SV40 large T antigen, KOR beta-arrestin-1, KOR beta-arrestin-2, GPR55 activation, HIV fusion peptide, GPR55 antagonists
Cc1ccccc1-n1nc2c(c1NC(=O)C(C)(C)C)CS(=O)(=O)C2
 : 7%, -4%, -11%, 1%, 3%, -0.1%, 0.0%, 0.2%, -6%
CCCn1c2ccccc2c2cnn(CC(=O)NCCOC)c(=O)c21
 : 4%, 20%, 5%, 21%, 10%, -4.6%, 0.0%, -0.2%, 5%

New compounds follow
SMILES	MgcRacGAP inhibition	NOD2 inhibition	NOD1 NF-kB reporter	SV40 large T antigen	KOR beta-arrestin-1	KOR beta-arrestin-2	GPR55 activation	HIV fusion peptide	GPR55 antagonists
CCOC(=O)N/C(N)=N/c1nc2ccccc2s1	11%	-101%	-18%	3%	16%	0.1%	-0.2%	-0.1%	5%
CCOC(=O)c1c(C)[nH]c(C(=O)COC(=O)CNC(=O)c2ccc(Br)cc2)c1C	2%	8%	-4%	2%	15%	-1.2%	-0.1%	1.0%	-12%
COc1ccc(CNC(=O)CSc2nnc3c(n2)[nH]c2ccc(C)cc23)cc1	5%	1%	-19%	3%	-1%	-3.3%	-0.1%	9.2%	0%
Cc1c(NCc2ccccc2O)c(=O)n(-c2ccccc2)n1C	12%	21%	7%	29%	15%	7.3%	-0.1%	-3.1%	1%
COc1ccc(CCN(C)C2CCCN(C(=O)CCC(F)(F)F)C2)cc1OC (configuration not stated)	8%	0%	-13%	1%	-32%[20 µM]	-2.3%	1.6%	-0.3%	2%
Cn1c(N)c(C(=O)CSc2nc(N)cc(=O)[nH]2)c(=O)n(C)c1=O	-8%	-1%	29%	24%	-5%	-2.4%	0.0%	-3.9%	-6%
NC(=O)CC(NC(=O)c1ccc(Br)cc1)c1ccc(NCc2ccc(F)c(F)c2)c([N+](=O)[O-])c1 (configuration not stated)	8%	2%	5%	9%	36%	/	0.6%	0.3%	2%
O=C(O)c1nn(CC(=O)N2CCC(Cc3ccccc3)CC2)c(=O)c2ccccc12	1%	-12%	-6%	2%	-25%	-0.7%	0.0%	-0.2%	10%
Cc1ccc(-n2c(Cc3cccs3)nnc2SCC(=O)Nc2ccc(F)c(F)c2)cc1	2%	7%	-15%	9%	6%	2.9%	0.0%	1.8%	14%
COc1cc(OC)nc(NC(=O)CCl)n1	4%	-1%	-4%	-4%	-20%	1.7%	0.6%	0.1%	-1%
Oc1ccc(-c2nnc(SCC3CCCCC3)o2)cc1	1%	4%	-28%	4%	-10%	2.2%	-0.2%	1.4%	11%
O=C(O)c1[nH]c2ccc(Br)cc2c1CCN1C(=O)c2cccc([N+](=O)[O-])c2C1=O	11%	4%	-6%	11%	30%	0.9%	-0.1%	12%	3%

Complete entries as entered above. Values in the order: MgcRacGAP inhibition | NOD2 inhibition | NOD1 NF-kB reporter | SV40 large T antigen | KOR beta-arrestin-1 | KOR beta-arrestin-2 | GPR55 activation | HIV fusion peptide | GPR55 antagonists
COc1ccc(NC(=O)CNC(=O)c2ccc([N+](=O)[O-])cc2)cc1 is listed with 11% | 19% | -8% | 2% | -29% | 1.5% | -0.2% | -0.6% | -13%
Cc1ccc(-n2c(Cc3cccs3)nnc2SCC(=O)Nc2ccc(F)c(F)c2)cc1 is listed with 2% | 7% | -15% | 9% | 6% | 2.9% | 0.0% | 1.8% | 14%
COc1ccc(CNC(=O)CSc2nnc3c(n2)[nH]c2ccc(C)cc23)cc1 is listed with 5% | 1% | -19% | 3% | -1% | -3.3% | -0.1% | 9.2% | 0%

New compounds follow
SMILES	MgcRacGAP inhibition	NOD2 inhibition	NOD1 NF-kB reporter	SV40 large T antigen	KOR beta-arrestin-1	KOR beta-arrestin-2	GPR55 activation	HIV fusion peptide	GPR55 antagonists
CS(=O)(=O)CCC(C(=O)Nc1ccc2c(c1)OCO2)N1Cc2ccccc2C1=O (configuration not stated)	7%	-27%	-24%	9%	-6%	6.5%	-0.2%	-3.7%	2%
Cc1cc(C(=O)Nc2cc(C(F)(F)F)ccc2N2CCOCC2)no1	-3%	11%	-5%	6%	8%	1.4%	0.3%	-0.7%	14%
O=C(CNC(=O)C1COc2ccccc2O1)N/N=C/c1cc(Br)c(O)c(Br)c1 (configuration not stated)	4%	10%	-31%	20%	-10%	0.9%	-0.2%	13%	-2%
O=C(O)c1cc2n(n1)CCN(Cc1ccccc1Cl)C2=O	6%	21%	1%	11%	11%	-1.4%	-0.3%	-0.3%	3%
O=c1c2ccccc2sn1-c1cc(S(=O)(=O)N2CCOCC2)ccc1N1CCOCC1	?	12%	22%	13µM*	-23%	2.4%	-0.1%	-1.2%	10%
N#CC1(c2c(O)nc3n(c2=O)CCCS3)CCCCC1	8%	0%	-2%	6%	-1%	7.5%	0.1%	4.2%	10%
COc1ccc(-c2nc(CS(=O)CC(=O)NCc3cccnc3)c(C)o2)cc1OC (configuration not stated)	8%	12%	7%	7%	-29%	-2.2%	-0.1%	-0.9%	2%
O=C(Nc1ccccc1Cl)Oc1ccc(-c2ccccc2)cc1	11µM*	7%	4%	35%	-2%	-0.8%	-0.1%	1.6%	-6%
O=C(COc1nsnc1N1CCOCC1)Nc1ccc(Br)cc1	3%	/	/	8%	2%	-2.1%	/	-0.3%	2%
COc1ccc([C@@]2(O)c3c(ccc(CC=C(C)C)c3O)NC(=O)[C@@H]2OC)cc1	2%	4%	1%	18%	30%	-4.6%	0.0%	-0.8%	12%
O=C(CSc1ccc2nnc(-c3ccccn3)n2n1)N1CCOCC1	11%	6%	1%	-2%	-5%	-1.2%	-0.1%	-1.3%	-1%
O=C(CSc1nc2ccccc2o1)Nc1nccs1	4%	-34%	-54%	4%	-48%	2.7%	-0.3%	0.1%	-4%
O=C(N/N=C/c1ccco1)c1cc(-c2ccccc2)n[nH]1	10%	-6%	-32%	3%	0%	-4.6%	-0.4%	41%	-15%
COCCN(C(=S)Nc1ccc(OC)c(Cl)c1)C1CCN(C(C)C)CC1	-1%	-1%	-4%	5%	-2%	0.2%	0.0%	-0.3%	-4%
CN1CCc2c(sc3nc(NCCO)n(-c4cccc(Cl)c4)c(=O)c23)C1	7%	3%	1%	11%	2%	-1.3%	-0.1%	2.0%	4%
COc1cc(C(=O)OCC(=O)Nc2cc(C)on2)ccc1OCc1ccccc1Cl	2%	-40%	-70%	9%	-25%	4.8%	0.6%	-1.1%	-2%
COc1ccccc1N(CC(=O)NCc1ccccc1)S(C)(=O)=O	13%	2%	-6%	6%	8%	-1.4%	-0.1%	1.4%	7%
